GAA850 FXN act: FXN promoter activators, primary screen, cell-based, luciferase luminescence, HEK293 lucGAA850; HEK293 lucGAA850 FXN promoter luciferase reporter, 24 h; percent of 10 µM SAHA response; activation, % at 6 µM; hit rate 0.56% among 360,000; AID 540364, 2011;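 active = activation above the average of all compounds screened plus 3 SD, cutoff fixed separately per campaign, cut at about 7.5% in these data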;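 also: 0% = DMSO wells and 100% = 10 µM SAHA wells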
ssDAF-12 act: S. stercoralis DAF-12 nuclear receptor activators, primary screen, cell-based, luminescence, HEK293, GRIP1 co-expression, lit1-tk-luc; Nuclear hormone receptor DAF-12 (Strongyloides stercoralis); activation, % at 6.8 µM; HEK293 ssDAF-12/GRIP1 lit1-tk-luc reporter; % of 3 µM dafachronic acid response; hit rate 1% among 370,000;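 active = activation above the mean over all tested compounds plus 3 SD, cut at about 0.9% in these data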;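 also: 0% = DMSO-only wells and 100% = 3 µM delta7-dafachronic acid wells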
HGIII-sPLA2 inh: human group III sPLA2 inhibitors, primary screen, biochemical, QFRET, BODIPY PC-A2 liposome substrate; QFRET BODIPY PC-A2 liposome hydrolysis, fluorescence; inhibition, % at 12.2 µM; hit rate 0.56% among 370,000; AID 743126, 2013;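 active = inhibition above mean plus 3 SD of compounds lying within the high and low control bounds, cut at about 19% in these data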;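 also: 0% = median of test compound wells and 100% = no enzyme DMSO wells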
DAX1 inh-1: DAX1 (NR0B1) inhibitors, primary screen, cell-based, HEK293, Gal4-DAX1, luciferase luminescence; inhibition, % at 6.75 µM; Nuclear receptor subfamily 0 group B member 1 (Homo sapiens), P51843; hit rate 0.99% among 340,000; HEK293 Gal4-DAX1 luciferase reporter; AID 504766, 2011;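 active = inhibition above the mean over all tested compounds plus 3 SD, cut at about 4.2% in these data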;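 also: 0% = DAX1-transfected cells with DMSO and 100% = empty-vector control cells with DMSO; inhibition shows as a rise in luminescence from relieved DAX1 repression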
hgDAF12 agonist: H. glycines DAF-12 receptor agonists, primary screen, cell-based, luminescence, HEK293, GAL4 fusion, UAS-luciferase; Nuclear hormone receptor DAF-12 (Heterodera glycines), GAL4 fusion; HEK293 GAL4-hgDAF12 UAS-luciferase reporter, agonist luminescence; normalized to butyrate control; activation, % at 6.8 µM; hit rate 1.8% among 370,000; AID 687014, 2013;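 active = activation above a cutoff set at the mean of all screened compounds plus 3 SD, cut at about 10% in these data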;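 also: 0% = DMSO wells and 100% = sodium butyrate wells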
hcDAF12 agonist: H. contortus DAF-12 nuclear receptor activators, primary screen, cell-based, luminescence, HEK293, lit1-tk-luc reporter; HEK293 hcDAF-12 lit1-tk-luc reporter; 0% DMSO, 100% Δ7-dafachronic acid; activation, % at 6.8 µM; hit rate 1.4% among 370,000; AID 652067, 2013;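 active = activation above the mean of all tested compounds plus 3 SD, cut at about 5.5% in these data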;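 also: 100% = response to 3 µM Δ7-dafachronic acid high control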
NPR1 activator: GC-A stimulated cGMP production enhancers – HEK293 GC-A cells, cGMP TR-FRET, EC30 ANP, primary screen. Atrial natriuretic peptide receptor 1 (Homo sapiens), P16066. 0% at EC30 ANP, 100% saturating ANP. activation, % at 10 µM. hit rate 0.14% among 370,000. AID 1671463, 2021; in the data active = activation above about 40%
Target sequence (P16066 whole entry, looked up): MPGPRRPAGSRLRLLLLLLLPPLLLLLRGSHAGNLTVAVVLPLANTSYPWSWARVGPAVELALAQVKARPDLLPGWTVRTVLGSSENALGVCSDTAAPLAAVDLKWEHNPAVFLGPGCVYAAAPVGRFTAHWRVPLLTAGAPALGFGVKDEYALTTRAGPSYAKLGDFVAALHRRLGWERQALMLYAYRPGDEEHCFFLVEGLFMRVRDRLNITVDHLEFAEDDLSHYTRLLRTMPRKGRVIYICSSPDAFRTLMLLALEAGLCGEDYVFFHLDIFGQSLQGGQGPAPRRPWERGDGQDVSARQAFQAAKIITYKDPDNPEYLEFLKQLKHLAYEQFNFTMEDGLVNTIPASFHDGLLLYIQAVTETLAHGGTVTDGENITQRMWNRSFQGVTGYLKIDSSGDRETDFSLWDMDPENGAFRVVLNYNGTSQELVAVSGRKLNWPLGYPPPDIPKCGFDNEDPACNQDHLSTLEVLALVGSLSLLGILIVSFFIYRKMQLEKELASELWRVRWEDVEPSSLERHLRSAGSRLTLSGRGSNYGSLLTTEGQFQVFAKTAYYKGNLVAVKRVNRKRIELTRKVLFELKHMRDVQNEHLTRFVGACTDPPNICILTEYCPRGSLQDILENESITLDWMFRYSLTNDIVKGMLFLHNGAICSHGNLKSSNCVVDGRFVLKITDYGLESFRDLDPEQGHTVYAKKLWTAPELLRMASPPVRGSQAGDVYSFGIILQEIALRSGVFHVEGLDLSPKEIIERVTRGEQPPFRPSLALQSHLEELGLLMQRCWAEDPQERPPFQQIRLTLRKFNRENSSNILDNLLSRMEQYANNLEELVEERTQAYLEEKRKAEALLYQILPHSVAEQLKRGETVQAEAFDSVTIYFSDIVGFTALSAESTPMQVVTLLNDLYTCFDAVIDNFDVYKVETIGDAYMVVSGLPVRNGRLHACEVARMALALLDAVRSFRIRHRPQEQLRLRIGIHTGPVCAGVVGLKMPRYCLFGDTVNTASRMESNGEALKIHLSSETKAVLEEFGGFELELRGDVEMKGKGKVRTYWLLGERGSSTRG
DAX1 inh-2: DAX1 (NR0B1) inhibitors on StAR promoter, primary screen, cell-based, luminescence, SF-1 (NR5A1), full-length DAX-1. AID 652010, 2013. hit rate 1.1% among 370,000. HEK293T StAR-luciferase reporter, SF-1/DAX-1 repression relief. inhibition, % at 6.8 µM;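 active = inhibition above the mean over all tested compounds plus 3 SD, cut at about 3.6% in these data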;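 also: 0% = DAX-1 cells with DMSO and 100% = cells lacking DAX-1 with DMSO; higher inhibition means more luminescence from relief of DAX-1 repression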
NPR2 activator: human GC-B receptor activators, primary screen, HEK293 GC-B cells, cGMP TR-FRET, EC30 CNP; Atrial natriuretic peptide receptor 2 (Homo sapiens), P20594; AID 1920062, 2024; activation, % at 10 µM; hit rate 0.11% among 370,000; 0% at EC30 CNP, 100% saturating CNP;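 active = activation at 10 µM reaching about 35% in either raw or pattern-adjusted values, limit read from the data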
SMARCA2 act: SMARCA2 (BRM) function activators, primary screen, cell-based, luminescence, high throughput; activation, % at 9.1 µM; hit rate 1% among 370,000; MG213 cells, MMTV-luciferase reporter, dexamethasone, overnight; in the data active = activation above about 7.8%;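 also: 0% = vehicle wells and 100% = reference activator wells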
proKLK7 act: proKLK7 zymogen activators, primary screen, biochemical, fluorescence intensity; hit rate 0.9% among 370,000; AID 652039, 2013; purified proKLK7, EDANS-DABCYL substrate fluorescence; 100% is mature enzyme control, 0% vehicle; activation, % at 7 µM;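 active = activation above the mean of all tested compounds plus 3 SD, computed per campaign excluding outliers beyond control limits, cut at about 13% in these data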
* marks the source's active call; other numbers are inactive results; . = not tested or not shown.

Every second line gives: HGIII-sPLA2 inh	NPR2 activator	ssDAF-12 act	hcDAF12 agonist	proKLK7 act	hgDAF12 agonist	NPR1 activator	DAX1 inh-1	SMARCA2 act	GAA850 FXN act	DAX1 inh-2
NC(=O)c1ncc(C(F)(F)F)cc1Oc1cccc(C(F)(F)F)c1
    6	3	-1.4	-0.4	-0.1	-1.4	4	0.3	-2	0.8	0.1
Cn1c2c(c(=O)n(C)c1=O)CN(Cc1ccc3c(c1)OCO3)CN2
    -5	-3	-1.4	-0.2	0.0	0.2	2	-0.7	-2	0.7	0.0
COc1ccccc1/C=C/C(=O)Nc1ccc2c(c1)CCC2
    -18	-2	1.4*	6.7*	-1.9	16*	-6	3.5	8.9*	5.6	5.2*
Cc1ncc(CO)c2cc(C(=O)Nc3ccccc3Cl)c(=Nc3cccc(C(N)=O)c3)oc12
    3	-6	-0.7	-0.5	0.1	1.5	2	1.7	1	-1.9	-0.1
CCN(CC)S(=O)(=O)c1ccc2[nH]cc(C(=O)NCCc3ccccc3)c(=O)c2c1
    1	-1	-0.8	-1.7	-1.2	-0.6	-2	-0.4	-2	0.3	-0.6
CC1(C(=O)NS(=O)(=O)c2cccc(C#N)c2)CCN1C(=O)c1ccco1 (stereo unspecified)
    10	4	-1.2	-2.4	0.0	-1.2	2	.	1	-0.1	0.1
CCc1sc(C(=O)NCc2cc(C)n(C)n2)cc1Br
    -4	5	-1.5	-3.0	-0.5	-3.1	0	-1.0	-6	0.2	-0.7
O=C(O)c1cccnc1
    1	1	-1.2	-0.5	0.6	-3.0	1	0.5	-2	-0.2	0.5
CN(C(=O)CN1C(=O)/C(=C/c2ccccc2Cl)SC1=S)C1CCS(=O)(=O)C1 (stereo unspecified)
    0	-3	-1.1	-0.8	0.4	0.6	8	0.0	1	1.6	-1.5
CC(C)(C)NNC(=S)Nc1cccc(C(F)(F)F)c1
    3	2	-1.6	-0.3	-0.2	1.6	1	1.9	-1	1.0	0.1
O=C(C1CC(=O)N(c2ccccc2)C1)N1CCN(c2ccccc2)CC1 (stereo unspecified)
    -7	3	-0.4	-1.2	0.3	1.2	2	0.8	1	1.6	0.8
Nc1ccc2[nH]c(=S)[nH]c2c1
    1	-10	0.6	4.7	0.9	5.2	-9	-1.5	0	-1.8	1.6
CC1SC(C)C(=O)N(CC(=O)NC2CCCCC2)C1=O (stereo unspecified)
    -1	0	-0.8	-1.0	0.9	0.0	0	0.6	-4	1.1	-0.1
COc1ccccc1C(=O)OCC#CCSc1nnc(-c2cccc3ccccc23)o1
    -31	2	-1.1	-2.3	-21	0.0	1	0.6	0	2.6	0.0
COc1ccccc1OC(C)C(=O)N1CC(=O)Nc2ccccc21 (stereo unspecified)
    3	-6	-1.4	-1.6	0.2	-0.7	1	-0.4	-4	1.0	-0.2
COc1ccc(CCNCCN2CCOCC2)cc1
    6	4	-1.2	-0.6	-0.3	-2.2	-2	0.3	-2	1.3	-0.3
C=CCNC(=O)/C(C#N)=C/c1ccc2c(c1)OCCO2
    -1	-3	-1.5	1.4	0.2	3.7	2	0.8	4	4.4	-0.2
Cc1cc(C)c(S(=O)(=O)N2CCOCC2)c(C)c1N(C)S(=O)(=O)c1ccccc1
    -4	2	-1.5	-1.1	0.7	-3.5	-3	-0.2	-2	1.2	0.1
Cc1ccc(OCc2nc(C#N)c(N3CCCCC3)o2)cc1
    -4	-7	-1.8	-1.3	0.1	0.6	-1	1.0	-1	2.0	-0.3
CCCCOC(=O)CSc1nnc(-c2ccc(Cl)cc2Cl)o1
    1	5	-1.6	0.1	-0.2	-1.9	67*	-0.3	-1	0.1	-0.6
COc1ccc(-c2csc(NC(=O)Cc3cc(OC)c(OC)c(OC)c3)n2)cc1OC
    -13	6	-1.9	-6.6	-0.4	-3.0	5	-2.1	-5	-1.1	-1.2
CCOC(=O)Cn1c(=O)cc(C)c2ccccc21
    -1	5	-1.1	-0.2	0.2	1.5	2	4.5*	-2	-0.2	0.7
CCOC(=O)NC(Nc1sc2c(c1C(N)=O)CCCC2)(C(=O)OCC)C(F)(F)F (stereo unspecified)
    -3	2	-1.2	-1.2	1.4	0.7	4	-0.8	-2	-0.6	0.7
O=C(NCc1ccc(F)cc1)C1CC(=O)N(CCc2ccccc2)C1 (stereo unspecified)
    7	-4	-1.0	-0.9	0.0	0.0	0	0.0	1	0.4	0.1
O=C(/C=C\c1ccc2c(c1)OCO2)CC1(O)C(=O)Nc2ccccc21 (stereo unspecified)
    -8	1	0.1	1.7	-1.2	-1.9	0	2.3	1	2.7	0.3
Cc1cc(-c2n[nH]c(=S)n2Cc2ccccc2)cs1
    11	1	-1.7	-1.1	-0.5	2.0	0	0.3	5	2.1	-0.1
CC(C)Oc1cccc(NC(=O)C2(C)CCCN(C)C2)c1 (stereo unspecified)
    8	-1	-0.6	-2.0	-1.2	-0.3	-2	.	-4	0.5	0.1
O=C1c2ccccc2S(=O)(=O)c2cc(C(=O)N(c3ccccn3)c3ccccn3)ccc21
    7	4	-1.6	-3.9	-0.8	-2.3	5	-0.7	3	2.5	-0.3
Cc1cccc(NC(=O)CNC(=O)c2cc(C3CC3)nn2-c2ccccc2)c1C
    7	1	-0.4	-0.5	-0.2	-0.7	-1	2.0	-1	-0.6	-1.5
COc1ccc(C2=Nn3c(nnc3-c3ccccc3F)SC2)cc1OC1CCOC1 (stereo unspecified)
    3	5	-1.2	-2.8	1.0	-5.8	15	-4.2	8	-2.7	-1.8
CS(=O)(=O)c1nc(S(=O)(=O)c2ccc(Cl)cc2)c(N2CCN(CCO)CC2)s1
    -6	4	-1.1	-2.5	0.2	-1.5	1	0.6	0	1.9	-0.1
COc1ccc(-c2nc(C#N)c(NCc3ccco3)o2)cc1
    -3	-2	-1.1	-0.6	0.3	16*	-1	0.8	0	5.1	2.3
O=S(=O)(c1ccc(Cl)cc1)c1cc(O)ccc1O
    3	2	-1.2	-1.7	1.8	-1.9	2	-0.9	-3	0.5	-0.2
C=C[C@@]1(C)CCC(/C(C)=C/C=C/C(C)(C)O)C[C@@H]1C(=C)C (stereo partly specified)
    0	3	-1.2	-0.7	0.2	-1.1	3	1.7	0	-1.0	0.0
CCOC(=O)CC(=O)CSc1nc2ccc(C)cc2cc1C#N
    7	0	0.9*	4.5	0.3	11*	14	6.7*	8.8*	5.6	3.8*
Cc1ccccc1C(=O)N[C@H](C(=O)N1CCC[C@H]1C(=O)NCc1ccccc1)C(C)C
    1	-6	-1.2	6.8*	0.5	-1.4	2	.	1	.	0.5
C=CCN(CC=C)S(=O)(=O)c1ccc2nc(NC(=O)C3CCCO3)sc2c1 (stereo unspecified)
    -4	1	-0.8	0.0	-0.1	1.4	2	-1.4	-1	2.0	-0.6
CC(Sc1nc(-c2ccccc2)cs1)C(=O)Nc1ccc(Cl)cn1 (stereo unspecified)
    -3	-6	-0.6	-3.5	-0.5	-1.7	-4	0.1	-4	2.5	-0.1
CCN(C(=O)C12CC3CC(CC(C3)C1)C2)C1CCS(=O)(=O)C1 (stereo unspecified)
    4	-4	-1.0	0.0	0.7	2.2	4	1.4	-1	2.1	0.2
O=C1CCC2CCCCC2(O)O1 (stereo unspecified)
    -3	2	-1.5	-0.9	0.1	0.7	2	0.7	0	-0.4	-0.1
Clc1ccc(-n2nnc(-c3cccnc3Cl)n2)cn1
    -1	-5	-0.6	2.2	0.1	6.7	-2	1.7	4	5.1	0.9
S=C(Nc1ccc(-c2nc3ccccc3[nH]2)cc1)Nc1cccnc1
    9	-2	-0.5	2.0	0.9	11*	-1	0.9	-1	0.3	2.0
COc1ccccc1NS(=O)(=O)c1cc(NC(=O)C2CCC2)ccc1N1CCCCC1
    5	4	-1.7	0.3	0.8	-1.3	3	3.1	-3	0.9	0.1
CCCCNC(=S)NCc1ccc2[nH]c(C)cc2c1
    14	6	-0.7	-0.1	0.9	-2.0	1	0.1	-3	1.7	0.1
CC(C)(C)c1nc2ccccc2c2nnc(SCC(=O)Nc3nc4ccccc4s3)n12
    -3	0	-0.6	-0.2	0.2	0.5	0	-1.8	-2	2.1	0.5
CCOC(=O)C1C(=O)NC(c2ccccc2)=NC1c1ccc(Cl)cc1 (stereo unspecified)
    6	3	-1.0	-0.8	0.3	0.1	-3	1.2	2	-0.6	-0.3
Nc1cc(Cl)ccc1Oc1ccc(Cl)cc1
    8	-2	-1.2	-0.2	0.6	1.6	0	0.7	-3	-0.8	-1.2
C/C(=N\NC(=O)c1ccn(C)n1)c1cccc(NC(=O)c2ccc(C)s2)c1
    -3	-1	-0.5	1.4	-0.7	14*	-2	1.9	16*	2.2	1.3
O=C(O)CCc1ccc(-c2ccc(Cl)cc2)o1
    -6	-2	-1.2	-0.5	-1.1	-1.1	45*	1.3	2	2.3	0.5
COc1cccc(-c2cc(N3CCN(C(=O)c4ccoc4)CC3)n3nc(-c4cccc(Cl)c4)cc3n2)c1
    -5	-3	-0.2	0.2	-5.2	2.2	-10	-0.9	-4	0.0	-1.5

More results:
Every second line gives: HGIII-sPLA2 inh	NPR2 activator	ssDAF-12 act	hcDAF12 agonist	proKLK7 act	hgDAF12 agonist	NPR1 activator	DAX1 inh-1	SMARCA2 act	GAA850 FXN act	DAX1 inh-2
CCO/N=C1\C(=O)N(c2ccccc2)c2ccccc21
    -5	-4	-1.1	-1.5	-0.6	-4.9	0	-0.2	-1	1.9	-0.4
CCNC(=O)CN1c2cccc3cccc(c23)S1(=O)=O
    -5	-1	-1.3	-0.8	4.3	-0.5	-2	1.1	1	-1.6	0.4
COC(=O)C1=C(N)c2ccccc2C1(C#N)c1ccccc1 (stereo unspecified)
    -9	4	-1.0	-1.9	0.3	-2.1	-3	2.7	-1	-2.6	-0.5
CC1CCN(S(=O)(=O)c2nnc(NC(=O)c3ccccc3Br)s2)CC1
    -17	5	-0.7	-2.6	-0.6	3.9	3	0.4	0	3.4	0.4
COc1ccc(S(=O)(=O)NC2CCN(C#N)CC2)cc1
    -2	-6	-1.8	1.3	.	-1.3	2	.	.	.	.

Source: PubChem
